Pol beta inh: inhibitors of human DNA polymerase beta | P06746 | Pol beta primer extension/strand displacement, fluorescence kinetic | Potency, µM (titrated, usually from 114 µM), for inactives: at the highest dose activity change, negative = inhibition, most hits filed as inhibitors | actives 1.3% (n = 340,000) | AID 485314; also: potency is read from the fitted curve at half-maximal effect; % is scaled to controls: 0 for no effect and ±100 for the full control effect
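Values derive from four-parameter Hill fits of normalized kinetic data: reads at 0 and 10 min following addition of 50 nM substrate to 10 nM Pol beta preincubated 15 min with compound.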
ERG Ets-DNA blk: inhibitors of human ERG Ets domain-DNA interaction | Potency, µM (highest dose often 76.9 µM), without a hit: top-dose FP activity, negative = inhibition, hits mostly inhibitors | P11308 | AID 624246 | actives 0.028% (n = 370,000) | fluorescence polarization, His-ERG Ets domain / labelled DNA; active = well fitted inhibition curve with a large enough effect in the polarisation, with a control signal flat; inconclusive = small, poorly fitted or top-dose-only effect, or effect the other way, or a change in a side signal; inactive = no such curve, though single readings can be large or run the other way; the % refers to the polarisation;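 also: polarization taken with two DNA probes labelled with fluorescein and Texas red; potency is read from the fitted curve at half-maximal effect; % of control where 0% means no effect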
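His-tagged ERG Ets domain (1 uM in the protein solution; 300mM KCl, 50mM Tris-HCl, 1mM EDTA, 1mM DTT, pH 7.5) received compound, then a probe mix of 5 nM fluorescein-DNA and 100nM Texas-615-DNA. Fluorescence polarization was read for both dyes.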
ALOX12 inh: blocks human arachidonate 12S-lipoxygenase | purified 12hLO, xylenol orange hydroperoxide absorbance | Potency, µM (titrated, usually from 108 µM), for inactives: at the highest dose activity change, negative = inhibition, most hits filed as inhibitors | actives 1.1% (n = 580,000); also: potency is read from the fitted curve at half-maximal effect; % is scaled to controls: 0 for no effect and ±100 for the full control effect
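Purified human 12hLO (150 nM final) in 25 mM Hepes, 0.01% Triton X-100, pH 7.0 was preincubated 15 min at room temperature with compound. Then 40 uM arachidonic acid was added, 30 min. Hydroperoxide was read by Fe-XO absorbance ratio 573/405 nm.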
Anesthetic bind: candidate novel general anesthetic via apoferritin binding; apoferritin/1-aminoanthracene competitive binding, fluorescence; Potency, µM (series often up to 77.5 µM), for the others: top-dose activity change, negative = displacement, usual class: inhibitors; actives 0.074% (n = 350,000); AID 485281; also: potency is read from the fitted curve at half-maximal effect; % is scaled to controls: 0 for no effect and ±100 for the full control effect; nearly all actives have a fitted effect of over 20% in size
Target sequence (P02791 2-175 limits assumed): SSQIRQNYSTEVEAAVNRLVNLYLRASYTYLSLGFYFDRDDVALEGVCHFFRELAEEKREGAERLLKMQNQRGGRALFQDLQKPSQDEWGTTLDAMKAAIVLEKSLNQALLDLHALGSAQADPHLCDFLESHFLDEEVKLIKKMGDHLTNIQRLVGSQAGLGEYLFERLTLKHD
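Probe: 1-aminoanthracene (50% saturated, PBS). Protein: horse-spleen apoferritin, 10 uM. Incubation: 10 min, room temperature. Detection: 380 nm excitation, 535 nm emission. Analysis: normalized response, four-parameter Hill.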
APE1 inh: inhibitors of human APE1 endonuclease; P27695; recombinant APE1, TAMRA/BHQ-2 abasic DNA cleavage fluorescence; Potency, µM (top dose mostly 65.8 µM), without a hit: at the highest dose activity change, negative = inhibition, usual class: inhibitors; actives 0.35% (n = 350,000); AID 2517;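 also: potency is read from the fitted curve at half-maximal effect; plate controls were vehicle for no effect and reference inhibitor for full effect; nearly all actives have a fitted effect of over 55% in size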
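APE1 at 0.75 nM final was preincubated with compound 15 min at room temperature, then 50 nM double-stranded THF abasic-site substrate (5'-TAMRA/3'-BHQ-2) was added. Fluorescence (ex 525/em 598 nm) was read kinetically; third-minus-first read gave activity.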
LDHA block: blocks human lactate dehydrogenase A; P00338; purified LDHA, NADH/diaphorase-resazurin fluorescence; stronger effect = lower value; activity change, % (values are at about 110 or 230 µM); actives 0.15% (n = 480,000); AID 1347041; in the data active = activity change below about -30%; inconclusive = mostly about -25% to -30%;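 also: plate controls were DMSO wells for no effect and wells without enzyme for full effect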
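Resorufin fluorescence (ex540/em590), read at 0 and 20 min after diaphorase/resazurin addition, reports the NADH left after a 5 min room-temperature reaction of 2 nM human LDH5 with 0.06 mM NADH and 0.2 mM pyruvate.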
POLH inh: inhibitors of human DNA polymerase eta | Q9Y253 | recombinant Pol eta, fluorescent DNA replication assay | Potency, µM (top dose mostly 114 µM), inactives show at the highest dose activity change, negative = inhibition, actives largely listed as inhibitors | actives 1.2% (n = 390,000) | AID 588591; also: potency is read from the fitted curve at half-maximal effect; % is scaled to controls: 0 for no effect and ±100 for the full control effect
Target sequence (Q9Y253 whole entry, looked up): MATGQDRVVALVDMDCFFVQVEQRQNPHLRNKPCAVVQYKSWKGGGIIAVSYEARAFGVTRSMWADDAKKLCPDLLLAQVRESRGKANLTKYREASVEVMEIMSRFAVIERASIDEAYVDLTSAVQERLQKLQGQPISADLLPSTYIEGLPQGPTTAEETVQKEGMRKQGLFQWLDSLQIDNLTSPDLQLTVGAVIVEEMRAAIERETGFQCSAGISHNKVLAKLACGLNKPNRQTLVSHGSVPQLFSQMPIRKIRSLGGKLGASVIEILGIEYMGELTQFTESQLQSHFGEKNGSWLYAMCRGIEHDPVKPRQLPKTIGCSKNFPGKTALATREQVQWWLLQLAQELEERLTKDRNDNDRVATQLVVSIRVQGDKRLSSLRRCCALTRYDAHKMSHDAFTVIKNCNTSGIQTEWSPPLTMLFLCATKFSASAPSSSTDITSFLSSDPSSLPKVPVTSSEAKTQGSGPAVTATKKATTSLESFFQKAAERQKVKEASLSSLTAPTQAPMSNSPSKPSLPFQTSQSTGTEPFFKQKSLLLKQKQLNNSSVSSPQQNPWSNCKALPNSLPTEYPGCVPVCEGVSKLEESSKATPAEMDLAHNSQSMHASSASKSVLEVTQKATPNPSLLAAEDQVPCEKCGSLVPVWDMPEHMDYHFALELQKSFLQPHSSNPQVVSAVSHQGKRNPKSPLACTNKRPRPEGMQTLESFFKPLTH
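Pol eta (10 nM) was preincubated with compounds for 15 min at room temperature, after which fluorescent replication substrate (50 nM final) was added to start the reaction. Fluorescence was read kinetically at 0 and 10 min.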
RGS4 inh: human RGS4 inhibition. P49798. Transcreener GDP fluorescence polarization, RGS4-accelerated GTP hydrolysis. Potency, µM (highest dose often 114 µM), inactives show at the top dose activity change, negative = inhibition, usual class: inhibitors. actives 0.039% (n = 390,000); also: potency is read from the fitted curve at half-maximal effect; % is scaled to controls: 0 for no effect and ±100 for the full control effect; nearly all actives have a fitted effect of over 75% in size; some results filed as inactive show a strong effect at the top dose
Target sequence (P49798 whole entry, looked up): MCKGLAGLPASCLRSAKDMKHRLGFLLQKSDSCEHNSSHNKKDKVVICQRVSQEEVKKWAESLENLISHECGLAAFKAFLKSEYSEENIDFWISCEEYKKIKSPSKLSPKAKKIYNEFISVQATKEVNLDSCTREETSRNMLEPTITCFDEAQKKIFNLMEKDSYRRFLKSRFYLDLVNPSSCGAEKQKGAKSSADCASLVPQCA
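MLSMR compounds (23 nl, pin-transferred) preincubated 10 min at room temperature with a 500nM (2x) first reagent, then RGS4 at 900nM (2x) plus Transcreener GDP mix added; fluorescence polarization (620/688 nm) read before and after 90 min at 30 °C.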
POLK inh: blocks human DNA polymerase kappa activity; Potency, µM (top dose mostly 107 µM), without a hit: top-dose activity, negative = inhibition, most hits filed as inhibitors; actives 0.53% (n = 400,000); Q9UBT6; AID 588579; purified Pol kappa, fluorescent DNA synthesis assay, 10 min; also: potency is read from the fitted curve at half-maximal effect; % is scaled to controls: 0 for no effect and ±100 for the full control effect
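Enzyme at 10 nM met test compounds for 15 min at room temperature. Substrate addition (50 nM final) began the reaction, which was monitored by fluorescence at 0 and 10 min.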
Active calls of the source: *; ? = inconclusive; . = no result given; & = joins results of further samples; [ ] = remark or other dose. Unless noted, calls follow the shape of the dose curve; as a rule, active = well fitted curve in the direction sought with a large enough effect; inconclusive = small, poorly fitted or top-dose-only effect, or another doubt; inactive = no such curve, though single readings can be large; an effect the other way counts as inactive or inconclusive. Some of the compounds tested, so the mix of outcomes need not match the whole.

1. CC(C)c1ccc(CN(C(=O)c2cc3ccccc3oc2=O)C2CCS(=O)(=O)C2)cc1 (stereo not given)
2. COc1ccc2nc(N(Cc3cccnc3)C(=O)C3CCCCC3)sc2c1
3. NS(=O)(=O)c1ccc(CNC(=O)c2cccnc2Cl)cc1
4. CCC(Sc1nnc2c3ccccc3n(CC)c2n1)C(=O)Nc1ccc(NC(C)=O)cc1 (stereo not given)
5. CCC(C(=O)N1CCN(S(C)(=O)=O)CC1)c1ccccc1 (stereo not given)
6. O=C(Nc1ccc(C(F)(F)F)cc1)c1ccc(NC(=O)C2CCCO2)cc1 (stereo not given)

Assay by compound | 1 | 2 | 3 | 4 | 5 | 6
LDHA block | 0&-3 | 1 | 0 | 2 | 3 | -6
POLH inh | -16%&-11% | -16% | -7% | 10% | 2% | ?
ERG Ets-DNA blk | -10%&6% | -2% | 0% | 1% | 5% | 8%
ALOX12 inh | -17%&20% | -13% | -9% | -18% | 3% | .
Anesthetic bind | ? | -1% | 1% | -2% | 15% | 4%
APE1 inh | -2% | . | 13% | . | 3% | -5%
POLK inh | -20%&-1% | -9%[60.1 µM] | 1% | -15% | 3% | -16%
Pol beta inh | 1%&7% | 11% | 18% | -1% | -1% | ?
RGS4 inh | 8%&-11% | -9% | -17% | 17% | 3% | 2%

7. CCOc1ccccc1NC(=O)c1cc(C(=O)c2cc(OC)ccc2O)coc1=N
8. Cc1ccc(C(=O)NN2C(=O)C3C4C=CC(C5CC45)C3C2=O)cc1 (stereo not given)
9. CCCOC(=O)NC1C(NC(=O)OCCC)N(C)C(=O)N1C (stereo not given)
10. O=C(NCCNc1ccccc1[N+](=O)[O-])c1cc(F)c(F)cc1Cl
11. COc1ccc(-n2cnnc2SCC(=O)N2CCN(c3ccccc3)CC2)cc1
12. COc1cccc(-c2nc(SC(C(C)=O)C(=O)N(C)C)c3c(=O)n(C)c(=O)n(C)c3n2)c1 (stereo not given)

Assay by compound | 7 | 8 | 9 | 10 | 11 | 12
LDHA block | 0 | -6 | -4 | -5 | -6 | -7
POLH inh | -20% | -10% | -8% | 3% | 4% | 0%
ERG Ets-DNA blk | -11% | -3% | 2% | -1% | -7% | -2%
ALOX12 inh | -4% | -14% | 0% | ? | 0% | -12%
Anesthetic bind | -11% | -8% | -6% | -4% | ? | 3%
APE1 inh | 6% | 8% | -1% | 14% | 8% | .
POLK inh | -17% | -7% | -6% | -11% | 5% | -2%[60.1 µM]
Pol beta inh | 0% | 0% | 6% | -6% | ? | 2%
RGS4 inh | 18% | 13% | -8% | 8% | -15% | 11%

13. Cc1ccc(C(=O)c2c(N)c(-c3nc(-c4ccc5c(c4)OCO5)cs3)c3ccccn23)cc1C
14. COc1ccc2c(c1)c(C(=O)CNc1nc(C)cs1)c(C)n2C
15. Cc1cc(C(=O)NP(=O)(N2CC(C)OC(C)C2)N2CC(C)OC(C)C2)c(C)n1C1CC1 (stereo not given)
16. Cc1cc(C)cc(NC(=O)CCc2nnc3n(C)c(=O)c4sccc4n23)c1
17. CC(NC(=O)C(Cc1ccccc1)n1cccc1)c1ccccc1 (stereo not given)
18. COC(CNC(=O)Cc1c(C)nc2c(-c3ccccc3)c(C)nn2c1C)OC

Assay by compound | 13 | 14 | 15 | 16 | 17 | 18
LDHA block | -8 | 0 | -5 | 1 | -4 | -5&0
POLH inh | . | -23% | -4% | 5% | -25% | -4%
ERG Ets-DNA blk | 6% | -2% | 9% | -1% | -4% | 18%
ALOX12 inh | -31% | 8.9µM* | -15% | -18% | 10% | -29%&-9%
Anesthetic bind | -2% | -19% | -5% | -2% | 2% | -4%
APE1 inh | . | -2% | 14% | . | -1% | 1%
POLK inh | -12% | -7% | -5% | 6% | 3% | -1%
Pol beta inh | 24% | 17% | 1% | 0% | 38% | 9%
RGS4 inh | 5% | -50% | -10% | 9% | -4% | 19%

19. CCOc1ccc(N2CC(c3nc4ccccc4n3CCCOc3ccccc3)CC2=O)cc1 (stereo not given)
20. COc1ccc(S(=O)(=O)N2CCN(C(=O)CCNC(=O)c3ccccc3Cl)CC2)cc1
21. N#CCc1nn(Cc2ccc(F)cc2)c(=O)c2ccccc12
22. C=CCSc1nnc(NC(=O)c2cccc(S(=O)(=O)N3CCOCC3)c2)s1
23. O=C(Nc1cccc(F)c1)NC1(C(=O)N2CCC(O)CC2)CCCCC1
24. CN1CCC(=O)N([C@H](CSc2ccc(Br)cc2)Cc2ccccc2)CC1

Assay by compound | 19 | 20 | 21 | 22 | 23 | 24
LDHA block | 5 | -9 | -2 | -2 | 0 | -2
POLH inh | -30% | -10% | -10% | -4% | -8% | -20%
ERG Ets-DNA blk | -5% | 5%[15.4 µM] | 15% | -4% | 4% | 10%
ALOX12 inh | -4% | ? | ? | 21% | -7% | -19%
Anesthetic bind | 85%[activator] | . | -8% | -2% | -10% | -1%
APE1 inh | . | -11% | 1% | -18% | 15% | 2%
POLK inh | 6% | -9% | 8% | -17% | -16% | -12%
Pol beta inh | 0% | . | 9% | -2% | 0% | -27%
RGS4 inh | 5% | -16% | -13% | -13% | -24% | -6%

25. CC(=O)c1c(C)[nH]c(C)c1C(C)=O
26. CN(C)c1nc(N)c2ncc(=S)[nH]c2n1
27. COCCN(Cc1cc2cc3c(cc2nc1Cl)OCO3)C(=O)c1ccc(C)cc1
28. COC(=O)c1cc(-n2cccc2)ccc1N1CCOCC1
29. CCOC(=O)Nc1ccc2c(c1)N(C(=O)CCN(CC)CC)c1ccccc1S2=O (stereo not given)
30. C=CCNCCCOc1ccc(Cl)cc1Br

Assay by compound | 25 | 26 | 27 | 28 | 29 | 30
LDHA block | -9 | 10 | -9 | 0 | 2 | -7
POLH inh | 5% | -9% | -12% | -13% | -5% | ?
ERG Ets-DNA blk | . | -17% | -6% | 2% | -14% | -5%
ALOX12 inh | 4% | ? | -19% | 60%[activator] | -18% | ?
Anesthetic bind | -5% | -4% | -13% | -2% | 0% | -6%
APE1 inh | 2% | -4% | 9% | 7% | 5% | 13%
POLK inh | -5% | -12% | -3% | -14% | -4% | -2%
Pol beta inh | 2% | 3% | 9% | 19% | 19% | 35%
RGS4 inh | -8% | ? | 7% | 0% | -50% | -10%

Whole records from above. Order of screens: LDHA block | POLH inh | ERG Ets-DNA blk | ALOX12 inh | Anesthetic bind | APE1 inh | POLK inh | Pol beta inh | RGS4 inh
Listed for C=CCNCCCOc1ccc(Cl)cc1Br → -7 | ? | -5% | ? | -6% | 13% | -2% | 35% | -10%
Listed for COC(=O)c1cc(-n2cccc2)ccc1N1CCOCC1 → 0 | -13% | 2% | 60%[activator] | -2% | 7% | -14% | 19% | 0%
Listed for CCOC(=O)Nc1ccc2c(c1)N(C(=O)CCN(CC)CC)c1ccccc1S2=O (stereo not given) → 2 | -5% | -14% | -18% | 0% | 5% | -4% | 19% | -50%
Listed for COCCN(Cc1cc2cc3c(cc2nc1Cl)OCO3)C(=O)c1ccc(C)cc1 → -9 | -12% | -6% | -19% | -13% | 9% | -3% | 9% | 7%

Further structures.
31. N#CC(=C(/N)Sc1ccccc1N)/C(C#N)=C(/N)Sc1ccccc1N
32. COc1ccccc1CNC(=O)CCC1N=C2c3ccccc3N=C(SCC(=O)NCCc3ccccc3)N2C1=O (stereo not given)
33. O=C(c1ccco1)N1CCN(CC(=O)N2c3ccccc3CCc3ccccc32)CC1
34. N#C/C(=C/c1ccc(O)c([N+](=O)[O-])c1)C(=O)Nc1ccccc1
35. Cc1ccc2ccccc2c1CSc1nc(N)nc2c1ncn2CC(C)C
36. O=C(O)Cn1c(SCc2cccc3ccccc23)nc2ccccc21

Assay by compound | 31 | 32 | 33 | 34 | 35 | 36
LDHA block | . | 7 | -19 | -4 | -1 | 4
POLH inh | . | -21% | -12% | -15% | -19% | -8%
ERG Ets-DNA blk | . | 5% | -5% | 5% | -12% | 5%
ALOX12 inh | ? | -18% | ? | -1% | ? | 0%
Anesthetic bind | . | 2% | -7% | -18% | . | -10%
APE1 inh | ? | . | 14% | -5% | . | -2%
POLK inh | -16%[19.4 µM] | 1%[60.1 µM] | 4% | -6% | -12% | -4%
Pol beta inh | . | 10% | -7% | -6% | . | 19%
RGS4 inh | . | ? | -35% | -18% | -22% | 12%

37. Cc1nc2cc(-c3cccc(F)c3)nn2c(C)c1CCC(=O)NCCc1ccccc1
38. N#CC1(NC(=O)COC(=O)C2=COCCO2)CCCCC1
39. COc1cccc(-n2cc3c(c2-c2ccccc2)c(=O)n(C)c(=O)n3C)c1
40. COC(=O)c1ccc([C@H]2Nc3ccc(S(=O)(=O)Nc4ccc(F)cc4)cc3[C@H]3C=CC[C@H]32)cc1

Assay by compound | 37 | 38 | 39 | 40
LDHA block | 0 | 3 | 11 | 5
POLH inh | -7% | -5% | -7% | 2%
ERG Ets-DNA blk | 12% | 3% | 1% | 3%
ALOX12 inh | 1% | 11% | -16% | 5%
Anesthetic bind | 2% | . | ? | -22%
APE1 inh | . | 41% | -1% | .
POLK inh | -15% | 5% | -6% | -30%
Pol beta inh | -4% | . | -1% | -1%
RGS4 inh | 14% | -13% | -10% | -24%
